MCF10A rereplic: induces DNA re-replication in MCF 10a normal breast cells; Potency, µM (titrated, usually from 46.1 µM), without a hit: top-dose activity, positive = re-replication, hits mostly activators; hit rate 2.9% among 350,000; MCF 10A DNA re-replication, Hoechst nuclear intensity, 48 h; note: % of control where 0% means no effect; nearly all actives have a fitted effect of over 50% in size
Nrf2 activator: activates Nrf2 signaling | AREc32 ARE-luciferase reporter (MCF7-derived line), luminescence, 24 h | Potency, µM (series often up to 46.1 µM), for inactives: top-dose activation, most hits filed as activators | hit rate 0.31% among 410,000; note: % of control where 0% means no effect; nearly all actives have a fitted effect of over 65% in size
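ARE-driven firefly luciferase activity in AREc32 cells measured after a 24 hr compound exposure at 37 deg C, using Steady-Glo reagent and a 30 min room-temperature hold.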
ATXN2 expr inh: ATXN2 expression inhibition; HEK-293 ATXN2-luciferase reporter, luminescence, 24 h; Potency, µM (highest dose often 57 µM), without a hit: at the top dose activity change, negative = inhibition, hits mostly inhibitors; hit rate 0.72% among 360,000; AID 1745845; note: % is set by controls: 0 for no effect and ±100 for the full control effect; nearly all actives have a fitted effect of over 55% in size
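qHTS (up to 57 uM final) was run with 24 h compound exposure of reporter cells at 37 °C. Each well was multiplexed: SteadyGlo luminescence measured ATXN2-luciferase expression after a fluorogenic Gly-Phe-AFC viability readout (25 uM final).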
A549 tox: A549 cytotoxicity, counter-screen for Nrf2 inhibitors | A549 ARE-Fluc cells, CellTiter-Fluor viability, 18-24 h | Potency, µM (series often up to 46 µM), inactives show at the highest dose activity change, negative = cytotoxicity, usual class: inhibitors | hit rate 0.16% among 390,000 | AID 504648; note: % is set by controls: 0 for no effect and ±100 for the full control effect
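Cytotoxicity counterscreen: CellTiter-Fluor fluorescence was measured in A549 ARE_Fluc cells after 18-24 h of compound exposure in a concentration series. The subsequent BugLite luminescent read reports ARE-luciferase activity.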
Nrf2 block: blocks Nrf2 signaling; hit rate 2.1% among 360,000; A549 ARE-Fluc reporter, luciferase luminescence, 18-24 h; AID 504444; Potency, µM (titrated, usually from 46 µM), for inactives: top-dose activity change, negative = inhibition, most hits filed as inhibitors; note: % is set by controls: 0 for no effect and ±100 for the full control effect; nearly all actives have a fitted effect of over 60% in size
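In this cell-based qHTS, ARE-driven firefly luciferase in A549 cells reports Nrf2 activity; the luminescent signal after BugLite lysis is the measured value, with a prior CellTiter-Fluor read for cell health.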
EPAC2 antag: antagonists of human EPAC2. EPAC2 GEF exchange of Rap1B-BODIPY-GDP, fluorescence. Potency, µM (top dose mostly 114 µM), for the others: at the top dose activity, negative = inhibition, actives largely listed as inhibitors. hit rate 0.18% among 360,000; note: % is set by controls: 0 for no effect and ±100 for the full control effect; nearly all actives have a fitted effect of over 45% in size; many of its hits are not listed in these tables
Target sequence (Q8WZA2 whole entry, looked up): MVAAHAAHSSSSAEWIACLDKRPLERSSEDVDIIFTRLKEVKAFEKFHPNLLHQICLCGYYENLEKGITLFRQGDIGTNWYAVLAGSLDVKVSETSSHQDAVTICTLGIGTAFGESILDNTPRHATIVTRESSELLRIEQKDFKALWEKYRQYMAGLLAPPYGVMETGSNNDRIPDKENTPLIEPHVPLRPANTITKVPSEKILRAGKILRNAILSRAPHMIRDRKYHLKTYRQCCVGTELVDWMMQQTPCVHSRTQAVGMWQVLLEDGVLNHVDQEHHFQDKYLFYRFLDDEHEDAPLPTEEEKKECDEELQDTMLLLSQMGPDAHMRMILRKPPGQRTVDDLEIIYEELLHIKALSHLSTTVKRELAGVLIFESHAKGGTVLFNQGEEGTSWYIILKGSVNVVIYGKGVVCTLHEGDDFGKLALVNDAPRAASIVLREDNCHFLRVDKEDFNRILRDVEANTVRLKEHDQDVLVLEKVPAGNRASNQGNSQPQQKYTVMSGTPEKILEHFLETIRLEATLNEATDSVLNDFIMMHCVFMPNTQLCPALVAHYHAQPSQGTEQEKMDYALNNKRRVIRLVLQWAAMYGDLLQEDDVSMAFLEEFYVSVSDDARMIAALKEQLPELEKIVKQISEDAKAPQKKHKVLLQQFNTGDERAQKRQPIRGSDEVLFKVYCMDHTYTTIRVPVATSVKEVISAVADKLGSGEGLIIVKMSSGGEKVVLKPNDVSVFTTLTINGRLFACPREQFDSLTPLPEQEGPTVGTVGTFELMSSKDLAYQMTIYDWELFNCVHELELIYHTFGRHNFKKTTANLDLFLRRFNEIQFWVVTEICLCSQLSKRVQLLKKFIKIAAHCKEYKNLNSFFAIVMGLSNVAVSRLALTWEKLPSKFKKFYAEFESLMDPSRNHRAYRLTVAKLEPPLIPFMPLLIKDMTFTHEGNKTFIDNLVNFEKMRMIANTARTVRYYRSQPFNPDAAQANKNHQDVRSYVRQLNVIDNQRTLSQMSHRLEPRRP
HepG2 viability: counter-screen for TGF-b inhibitors: cytotoxicity in HepG2 cells | Potency, µM (doses to about 46.1 µM), inactives show at the highest dose activity change, negative = cytotoxicity, hits mostly cytotoxic | HepG2 CAGA-GFP viability, ATP luminescence, 18 h | hit rate 0.76% among 410,000; note: some results filed as inactive show a strong effect at the top dose
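CellTiter-Glo luminescence gave cytotoxicity after 18 hours at 37 degrees C. The cells were HepG2 CAGA-GFP in 1% FBS DMEM, stimulated with 500 pg/mL TGF-beta after compound addition. %Activity was normalised to no-cell wells (complete cell-killing) and DMSO (no toxicity), and curves were fitted and classified.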
ATXN viability: viability counter-screen for ATXN expression inhibitors; AID 651635; hit rate 0.49% among 400,000; S2 cells (HEK-293 line with an ATXN2-luciferase reporter) viability, CellTiter-Fluor protease fluorescence, 24 h; Potency, µM (doses to about 56.7 µM), actives largely listed as cytotoxic; note: nearly all actives have a fitted effect of over 40% in size
TGFb SMAD3 inh: inhibitors of TGF-b signaling; HepG2 CAGA-GFP TGF-b/SMAD3 reporter, GFP fluorescence, 18 h; TGF-beta stimulated, 500 pg/mL final; Potency, µM (highest dose often 46.1 µM), without a hit: top-dose activity, negative = inhibition, most hits filed as inhibitors; hit rate 1.2% among 410,000; note: % is set by controls: 0 for no effect and ±100 for the full control effect; nearly all actives have a fitted effect of over 65% in size
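Cell-based qHTS in HEPG2 carrying a CAGA-GFP Smad reporter; compounds added before 500 pg/mL final TGF-beta, 18 h incubation at 37 degrees C, GFP fluorescence quantified per cell by imaging cytometry.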
The depositor's hits bear a star; & = joins results of further samples; [ ] = another dose, or the depositor's remark. Calls come from the whole dose curve; as a rule, active = well fitted curve in the direction sought with a large enough effect; inconclusive = small, poorly fitted or top-dose-only effect, or another doubt; inactive = no such curve, though single readings can be large; an effect the other way counts as inactive or inconclusive. Potency is the fitted concentration of half-maximal effect.

`O=Nc1c(O)n(Cc2ccc(Cl)cc2Cl)c2ccccc12` gave MCF10A rereplic inconclusive, Nrf2 activator -0.2%, ATXN2 expr inh 1%, A549 tox -18%, Nrf2 block 0%, EPAC2 antag -9%, HepG2 viability 5µM*, ATXN viability inactive and TGFb SMAD3 inh inconclusive.
CC(=O)C1=C(O)C(=O)N(c2ccc(O)cc2)C1c1ccc([N+](=O)[O-])cc1 (stereo not drawn) was read as MCF10A rereplic 17%, Nrf2 activator -0.4%, ATXN2 expr inh 0%, A549 tox -1%, Nrf2 block inconclusive, EPAC2 antag -12%, HepG2 viability -6%, ATXN viability inactive and TGFb SMAD3 inh -15%.
For CCn1c(SCC(=O)Nc2nc(C)c(C)s2)nnc1-c1ccco1 the results were MCF10A rereplic -2%, Nrf2 activator 0.1%, ATXN2 expr inh -9%, A549 tox 7%, EPAC2 antag -3%, HepG2 viability -2%, ATXN viability inactive and TGFb SMAD3 inh 0%.
`CCOC(=O)c1ccccc1NS(=O)(=O)c1ccccc1F` gave MCF10A rereplic inconclusive, Nrf2 activator 0.3%, ATXN2 expr inh 5%, A549 tox 16%, Nrf2 block 16%, EPAC2 antag -26%, HepG2 viability 0%, ATXN viability inactive and TGFb SMAD3 inh 25%.
Screening O=C(CCl)Nc1ncc(S(=O)(=O)c2ccc([N+](=O)[O-])cc2)s1 returned MCF10A rereplic inconclusive, Nrf2 activator inconclusive, ATXN2 expr inh 0%, A549 tox 1%, Nrf2 block inconclusive, EPAC2 antag 3%, HepG2 viability -9%, ATXN viability inactive and TGFb SMAD3 inh 0%.
`C=CCSc1nc(NC)c2sccc2n1` gave MCF10A rereplic -4%, Nrf2 activator -0.3%, ATXN2 expr inh 1%, A549 tox 0%, EPAC2 antag 2%, HepG2 viability 14%, ATXN viability inactive and TGFb SMAD3 inh 0%.
Screening COc1ccccc1OCC(=O)OCC(=O)NC1CCCCC1 returned MCF10A rereplic -1%, Nrf2 activator 0.1%, ATXN2 expr inh 7%, A549 tox -3%, Nrf2 block 1%, EPAC2 antag 4%, HepG2 viability 6%, ATXN viability inactive and TGFb SMAD3 inh 8%.
For Cc1cccc(C)c1-n1nnnc1C(c1ccccc1)N1CCN(C/C=C/c2ccccc2)CC1 (stereo not drawn) the results were Nrf2 activator 4.7%, ATXN2 expr inh -20%, EPAC2 antag 0%, HepG2 viability 5%, ATXN viability inactive and TGFb SMAD3 inh inconclusive.
For CN(C)c1ccc(-c2nc(-c3ccccn3)no2)cc1[N+](=O)[O-] the results were Nrf2 activator -1.5%, ATXN2 expr inh -31%, A549 tox -4%, Nrf2 block -16%, HepG2 viability -24%, ATXN viability inactive and TGFb SMAD3 inh -20%.
`COc1ccc(N(C(=O)c2ccncc2)S(=O)(=O)c2cccs2)cc1` gave MCF10A rereplic 2%, Nrf2 activator 0.0%, ATXN2 expr inh -11%, A549 tox 4%, Nrf2 block 6%, EPAC2 antag inconclusive, HepG2 viability -12%, ATXN viability inactive and TGFb SMAD3 inh 21%.
COc1cc(C(=O)Oc2cc(N)n(S(=O)(=O)c3ccccc3)n2)cc(OC)c1OC was read as MCF10A rereplic inconclusive, Nrf2 activator -0.4%, ATXN2 expr inh 1%, A549 tox -10%, Nrf2 block inconclusive, EPAC2 antag -18%, HepG2 viability -9%, ATXN viability inactive and TGFb SMAD3 inh 2%.
CCOc1ccc2ccccc2c1/C=N/NC(=O)CNC(=O)C(c1ccccc1)c1ccccc1 was read as MCF10A rereplic 4%, Nrf2 activator 0.0%, A549 tox -11%, Nrf2 block -7%, EPAC2 antag -6%, HepG2 viability -7%, ATXN viability inactive and TGFb SMAD3 inh inconclusive.
`OC(CN1C2=NCCN2c2ccccc21)c1ccccc1` (stereo not drawn) gave MCF10A rereplic 2%, Nrf2 activator -0.5%, ATXN2 expr inh -15%, A549 tox -2%, Nrf2 block 8%, EPAC2 antag 4%, HepG2 viability 2%, ATXN viability inconclusive and TGFb SMAD3 inh 3%.
Screening O=C(Nc1ccc(N2CCCCC2)cc1)c1ccc(F)cc1F returned MCF10A rereplic -1%, Nrf2 activator 0.7%, ATXN2 expr inh 66%[activator], A549 tox 4%, Nrf2 block inconclusive, EPAC2 antag -7%, HepG2 viability -21%, ATXN viability inactive and TGFb SMAD3 inh -2%.
O=C(NOCc1ccccc1)c1ccc(Cl)cc1 was read as MCF10A rereplic -3%, Nrf2 activator -3.3%, ATXN2 expr inh -34%, A549 tox 6%, Nrf2 block inconclusive, EPAC2 antag 9%, HepG2 viability 8%, ATXN viability inactive and TGFb SMAD3 inh 10%.
CC(=O)c1ccc(NC(=O)C2CCN(S(=O)(=O)c3ccc4c(c3)N(C(C)=O)CCO4)CC2)cc1 was read as MCF10A rereplic 4%, Nrf2 activator -0.8%, ATXN2 expr inh 8%, A549 tox 1%, Nrf2 block 0%, EPAC2 antag 8%, HepG2 viability 0%, ATXN viability inactive and TGFb SMAD3 inh 3%.
Screening C(#CC1CCCC1)c1ccc2c(c1)COc1c3ccccc3nn1-2 returned MCF10A rereplic -3%, Nrf2 activator 0.9%, ATXN2 expr inh 57%[activator], A549 tox -3%, Nrf2 block inconclusive, EPAC2 antag -5%, HepG2 viability 0%, ATXN viability inactive and TGFb SMAD3 inh 9%.
O=C(c1ccc2c(c1)N(Cc1ccc(Cl)cc1)C(=O)c1ccccc1S2(=O)=O)N1CCCCCC1 was read as Nrf2 activator 0.8%, ATXN2 expr inh inconclusive, A549 tox -13%, Nrf2 block inconclusive, HepG2 viability -1%, ATXN viability inactive and TGFb SMAD3 inh -2%.
For O=C(C[C@H]1C(=O)N(CCc2ccccc2)C[C@@H]1Cc1ccccc1)Nc1ccccc1 the results were MCF10A rereplic 3%, Nrf2 activator -0.8%, ATXN2 expr inh -26%, A549 tox -11%, Nrf2 block 5%, EPAC2 antag -11%, HepG2 viability -25%&-53%, ATXN viability inconclusive and TGFb SMAD3 inh 11µM*.
`O=C1NC[C@H](Cc2ccccc2)N(C[C@@H]2CCCN2C[C@H](Cc2ccc(O)cc2)N2C[C@H](Cc3ccc(O)cc3)N(CC3CCCCC3)C(=O)C2=O)C1=O` gave Nrf2 activator -0.5%, ATXN2 expr inh 7%, EPAC2 antag inconclusive and ATXN viability inactive.
For CCc1ccc(NC(=S)N2CCCC(C(F)(F)F)C2)cc1 (stereo not drawn) the results were MCF10A rereplic 0%, Nrf2 activator 2.6%, ATXN2 expr inh 10%, A549 tox 0%, Nrf2 block 2%, EPAC2 antag -8%, HepG2 viability -20%, ATXN viability inactive and TGFb SMAD3 inh -7%.
For CCCC[C@@H]1CCCO[C@@](C(=O)NCCOC)(C(F)(F)F)C1 the results were A549 tox -2%, Nrf2 block 6%, HepG2 viability 4% and TGFb SMAD3 inh -3%.
`CC(NCC(=O)Nc1cc(S(=O)(=O)N2CCOCC2)ccc1Cl)c1ccc(Cl)cc1Cl` (stereo not drawn) gave MCF10A rereplic inconclusive, Nrf2 activator -0.4%, ATXN2 expr inh -18%, A549 tox -14%, Nrf2 block inconclusive, EPAC2 antag 4%, HepG2 viability -4%, ATXN viability inconclusive and TGFb SMAD3 inh inconclusive.
`O=C(c1cc(COc2ccc(F)cc2Cl)on1)N1CCCC(c2ccccc2)C1` (stereo not drawn) gave MCF10A rereplic inconclusive, Nrf2 activator 3.4%, ATXN2 expr inh -20%, A549 tox inconclusive, Nrf2 block inconclusive, EPAC2 antag -6%, HepG2 viability -20%, ATXN viability inactive and TGFb SMAD3 inh -22%.

Arranged by number of heavy atoms (high to low): 3 of the compounds above.
`O=C(c1cc(COc2ccc(F)cc2Cl)on1)N1CCCC(c2ccccc2)C1` (stereo not drawn) gave MCF10A rereplic inconclusive, Nrf2 activator 3.4%, ATXN2 expr inh -20%, A549 tox inconclusive, Nrf2 block inconclusive, EPAC2 antag -6%, HepG2 viability -20%, ATXN viability inactive and TGFb SMAD3 inh -22%.
Screening C(#CC1CCCC1)c1ccc2c(c1)COc1c3ccccc3nn1-2 returned MCF10A rereplic -3%, Nrf2 activator 0.9%, ATXN2 expr inh 57%[activator], A549 tox -3%, Nrf2 block inconclusive, EPAC2 antag -5%, HepG2 viability 0%, ATXN viability inactive and TGFb SMAD3 inh 9%.
For CCCC[C@@H]1CCCO[C@@](C(=O)NCCOC)(C(F)(F)F)C1 the results were A549 tox -2%, Nrf2 block 6%, HepG2 viability 4% and TGFb SMAD3 inh -3%.

(further entries)
For CN1c2ccccc2C(O)=C(C(=S)Nc2ccc(F)c(Cl)c2)S1(=O)=O the results were MCF10A rereplic inconclusive, Nrf2 activator 2.9%, ATXN2 expr inh inconclusive, A549 tox inconclusive, Nrf2 block inconclusive, EPAC2 antag -4%, HepG2 viability -54%, ATXN viability inactive and TGFb SMAD3 inh inconclusive.
Screening O=S(=O)(Nc1cc(Cl)ccn1)c1ccc(Cl)cc1 returned MCF10A rereplic 4%, Nrf2 activator -1.0%, ATXN2 expr inh -11%, A549 tox 1%, Nrf2 block inconclusive, EPAC2 antag 2%, HepG2 viability -8%, ATXN viability inactive and TGFb SMAD3 inh 3%.
For CSC(=NC#N)N1CCN(c2ccc([N+](=O)[O-])cc2)CC1 the results were MCF10A rereplic 1%, Nrf2 activator 12%, ATXN2 expr inh -19%, A549 tox -10%, Nrf2 block -9%, EPAC2 antag 4%, HepG2 viability -11%, ATXN viability inconclusive and TGFb SMAD3 inh -7%.
`CC(C)CN(C(=O)c1ccc(S(=O)(=O)N2CCCC2)cc1)C1CCS(=O)(=O)C1` (stereo not drawn) gave MCF10A rereplic -1%, Nrf2 activator -0.1%, ATXN2 expr inh -3%, A549 tox 1%, Nrf2 block 1%, EPAC2 antag 3%, HepG2 viability -12%, ATXN viability inactive and TGFb SMAD3 inh 16%.

Source: PubChem BioAssay (National Center for Advancing Translational Sciences (NCATS))

The list is partial, so the mix of outcomes need not match the whole.
